Screens from PubChem BioAssay.
FEN1 inhibitor – blocks human flap endonuclease 1 | Recombinant FEN1 flap cleavage, fluorescence, 15 min | Potency, µM (top dose mostly 114 µM), for inactives: at the highest dose activity change, negative = inhibition, actives largely listed as inhibitors | P39748 | actives 0.35% (n = 390,000); also: nearly all actives have a fitted effect of over 65% in size
Target sequence (P39748 whole entry, looked up): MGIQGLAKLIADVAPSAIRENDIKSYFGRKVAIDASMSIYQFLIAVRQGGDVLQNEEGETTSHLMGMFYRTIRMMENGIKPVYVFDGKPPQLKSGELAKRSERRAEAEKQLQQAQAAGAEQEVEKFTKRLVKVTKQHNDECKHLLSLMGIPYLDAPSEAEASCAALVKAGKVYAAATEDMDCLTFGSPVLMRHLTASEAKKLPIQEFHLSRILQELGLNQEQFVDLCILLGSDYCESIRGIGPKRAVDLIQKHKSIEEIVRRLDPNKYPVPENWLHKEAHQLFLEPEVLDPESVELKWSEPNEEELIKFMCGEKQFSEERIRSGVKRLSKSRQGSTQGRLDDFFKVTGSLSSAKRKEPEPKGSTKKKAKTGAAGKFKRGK
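Enzyme 10 nM, 15 min RT preincubation with compound; start with substrate 50 nM final; reads at 0 and 15 min; qHTS titration, four-parameter Hill fit.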
KAT2A inh – inhibitors of human GCN5L2 histone acetyltransferase. actives 0.21% (n = 390,000). Q92830. Potency, µM (highest dose often 58.9 µM), for inactives: at the top dose activity change, negative = inhibition, hits mostly inhibitors. AID 504327. GCN5L2 HAT assay, ThioGlo1 CoA-SH fluorescence
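GCN5L2 (20 nM) in 50mM HEPES pH 7.5, 0.1mM EDTA, 0.01% Tween-20 preincubated 15 min with compounds at room temperature. Reaction started with H3(1-25) 75uM, acetyl-CoA 70uM, ThioGlo1 50uM; CoA-thiol fluorescence (Ex340/Em540) read at 0 and 20 min.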
N370S GC mod – inhibitors or activators of N370S glucocerebrosidase for Gaucher disease; P04062; N370S GC spleen homogenate, 4MU-glucoside fluorescence; actives 0.092% (n = 330,000); AID 2101; Potency, µM (top dose mostly 59.4 µM), inactives show top-dose activity change, negative = inhibition, usual class: inhibitors;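 also: 0% = full enzyme activity and -100% = no enzyme basal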
Numbers without * were called inactive; ? = inconclusive; nt = no result given; & = joins results of further samples; [ ] = remark or other dose. Calls follow the shape of the dose curve; as a rule, active = well fitted curve in the direction sought with a large enough effect; inconclusive = small, poorly fitted or top-dose-only effect, or another doubt; inactive = no such curve, though single readings can be large; an effect the other way counts as inactive or inconclusive. Unless noted, % is scaled to controls: 0 for no effect and ±100 for the full control effect; potency is read from the fitted curve at half-maximal effect. Not all compounds are listed (hit frequency here may not be typical).

SMILES | FEN1 inhibitor | KAT2A inh | N370S GC mod
CCOC(=O)C(Cc1ccccc1)C(=O)Nc1ccc(N(CC)CC)cc1 (stereo unspecified) | -12% | 5% | -2%
CCN(CCCCO)c1nc(C)nc2c1c(C)c(C)n2-c1c(C)cc(C)cc1C | nt | -9% | -11%
FC(F)(F)c1nnc2ccc(Sc3ccccn3)nn12 | 19% | 0% | 11%
CCOc1ccc(-c2csc(/C(C#N)=C\c3ccc(O)c([N+](=O)[O-])c3)n2)cc1 | 79µM* | ? | 12%
Fc1ccc(-n2cc(-c3ccccc3)c3c(NC4CCCCC4)ncnc32)cc1 | -18% | -25% | nt
COc1ccc(N2CCN(C(=O)c3cc(=O)c4cc(C)c(C)cc4o3)CC2)cc1 | 2% | 6% | 3%
COc1ccc(/C=N\NC(=O)c2sc(N)nc2C)cc1OC | -21% | -5% | -11%
CCn1cc(/C=C(\NC(=O)c2ccccc2Cl)C(=O)NCCCn2ccnc2)c2ccccc21 | 12% | -5% | nt
COc1cccc(Cn2c(Oc3cc(C)cc(C)c3)nc3c2c(=O)n(C)c(=O)n3C)c1 | 0% | -8% | nt
O=C(NCCc1ccccc1)C1CCC(CNS(=O)(=O)c2ccccc2)CC1 (stereo unspecified) | 16%&1% | -8%&0% | 1%
O=C1CN(c2ccccc2)C(=S)N1c1ccccc1 | -2% | -1% | 0%
COc1ccc(N(CC(=O)N2CCCCC2)S(=O)(=O)c2ccc(OC)c(OC)c2)cc1 | 2% | -5% | nt
COc1ccc(Nc2sc(C(=O)c3ccccc3)c(N)c2C(=O)Nc2cc(C)ccc2C)c(OC)c1 | -17% | -5% | nt
CCN(CCCNC(=O)CSc1cc(=O)n(CC)c2ccccc12)c1ccccc1 | -26% | -7% | nt
COc1ccc(C(=O)OCC(=O)NCC2CCCCC2)c(OC)c1 | 0% | -15% | -14%
CCCOC(=O)Nc1sc2c(c1C(=O)OCC)CCC2 | -8% | -3% | 10%
CC(OC(=O)CCc1nc(=O)c2ccccc2n1C)C(=O)NCc1ccc2c(c1)OCO2 (stereo unspecified) | 9% | 1% | 12%
CCC1CCCCN1C(=O)COC(=O)c1ccc(Br)o1 (stereo unspecified) | 20% | 2% | nt
CC(C)(C)c1cc(C(c2cccnc2)N2CCN(CCO)CC2)cc(C(C)(C)C)c1O (stereo unspecified) | ? | -6% | ?
NNC(=O)c1ccc(CSc2cccc3cccnc23)cc1 | -12% | -3% | -7%
COc1ccc(CC(=O)Nc2cccc(S(=O)(=O)N3CCCC3)c2)cc1OC | -3% | -4% | nt
CCn1cc(C(=O)N2CCN(c3cccc(Cl)c3)CC2)c(=O)c2cc(S(=O)(=O)N3CCC(C)CC3)ccc21 | -13% | -14% | nt
CC1=CC(c2ccc(Cl)cc2)n2nc(NS(=O)(=O)c3ccc(C)cc3)nc2N1 (stereo unspecified) | -17% | -15% | 13%
COc1ccc(S(=O)(=O)N(CC(=O)Nc2ccc(OC)cc2OC)c2ccc(Cl)cc2)cc1 | -6% | 3% | nt
COc1cccc2cc(C(=O)NCc3ccc(C)cc3)c(=O)oc12 | 0% | 12% | -6%

Filtered by structure: the compounds so far containing a thiophene ring, fused or not (2)
SMILES | FEN1 inhibitor | KAT2A inh | N370S GC mod
COc1ccc(Nc2sc(C(=O)c3ccccc3)c(N)c2C(=O)Nc2cc(C)ccc2C)c(OC)c1 | -17% | -5% | nt
CCCOC(=O)Nc1sc2c(c1C(=O)OCC)CCC2 | -8% | -3% | 10%

The results go on:
SMILES | FEN1 inhibitor | KAT2A inh | N370S GC mod
O=C1C2ON(c3ccccc3)C(c3cccnc3)C2C(=O)N1c1ccccc1 (stereo unspecified) | -7% | 0% | -1%
CCOC(=O)c1ccc(S(=O)(=O)N2CCNCC2)cc1 | 1% | 1% | -3%
Cc1cc(NS(=O)(=O)c2ccc(NC(=O)C(C)Oc3cccc(C)c3C)cc2)nc(C)n1 (stereo unspecified) | -3% | -31% | 0%
CCN1CCN(c2cc(C)c3cc(NC(=S)NCCCN4CCc5ccccc5C4)ccc3n2)CC1 | -9% | 2% | -2%
O=C(CSCc1ccc(F)cc1)NCc1ccc2c(c1)OCO2 | 0% | -3% | 3%
CCc1ccccc1NC(=O)c1cc2sccc2n1C | -32% | -11% | 13%
CCc1cc(C(=O)NNC(=S)NCC2CCCO2)cs1 (stereo unspecified) | -13% | -2% | -2%
CCN(CC)S(=O)(=O)c1ccc2c(c1)N(CC(=O)Nc1c(C)cc(C)cc1C)C(=O)C1CCCN21 (stereo unspecified) | 0% | 5% | nt
COc1cc2c(cc1OC)C(COc1ccccc1OC)N(C(=O)c1ccc(S(=O)(=O)N(C)C)cc1)CC2 (stereo unspecified) | -2% | -4% | nt
COc1cccc(/C=C/C(=O)OCC(=O)N(C)CC(=O)Nc2ccccc2Cl)c1OC | -4% | 0% | nt
COc1cc(C(=O)N2CCN(S(=O)(=O)c3cccs3)CC2)cc(OC)c1C | 10% | -5% | 5%
CN(C)CCCOc1ccc(C(C)(C)c2ccccc2)cc1 | -4% | 0% | nt
CCOC(=O)N1[C@@H]2C=C(C)[C@@H]2[C@@H]2[C@@H](C)C(=O)N21 | 8% | 1% | -16%
CN1C(=O)/C(=C/c2cn(CC(=O)N3CCCCC3)c3ccccc23)c2ccccc21 | nt | -5% | 0%
Cc1ccc(C(=O)N/C(=C\c2ccc(F)cc2)C(=O)NCCCn2ccnc2)cc1 | 5% | 0% | -4%
Cc1occc1C(=O)Nc1nnc(-c2cccs2)s1 | 17% | 0% | 2%
CCCCCCN1C=CC=C/C1=C/C=C(C#N)C#N | 3% | 0% | 9%
Cc1cccc(NC(=O)CSc2c3c(nc4ccccc24)CCC3)n1 | -6% | -1% | 22%
COc1ccc(NC(=O)NCCc2cccc(Cl)c2)cc1OC | -4% | -8% | -4%
CCOC(=O)C(CC)N1CCN(Cc2ccc(F)cc2)C(=O)C1=O (stereo unspecified) | 2% | 34%[activator] | nt
O=C(O)CSc1nc2ccccc2nc1N1CCCCC1 | 0% | -11% | nt
N#C/C(C(=O)Oc1ccccc1)=C1\C=CC=CN1 | -14% | 0% | 7%
O=C1CCN(S(=O)(=O)c2ccc(Cl)cc2)CC1 | -15% | 1% | -4%
COc1ccc(/C=C/CN2CCCC(C(=O)c3cc(F)ccc3F)C2)cc1 (stereo unspecified) | -11% | -8% | 3%
COc1ccc(NC2=CC(=O)CC(C)(C)C2)cc1 | 22% | -24% | -14%

Two successive records out of the list so far, quoted:
SMILES | FEN1 inhibitor | KAT2A inh | N370S GC mod
O=C1C2ON(c3ccccc3)C(c3cccnc3)C2C(=O)N1c1ccccc1 (stereo unspecified) | -7% | 0% | -1%
CCOC(=O)c1ccc(S(=O)(=O)N2CCNCC2)cc1 | 1% | 1% | -3%

Continued:
SMILES | FEN1 inhibitor | KAT2A inh | N370S GC mod
Cc1c(Br)c(C(=O)NCc2cc3cc(Cl)ccc3[nH]2)nn1C | 1% | -6% | 13%
Cc1onc(C(=O)N2CCN(Cc3ccccc3)CC2)c1[N+](=O)[O-] | 21% | -2% | 11%
O=C(CSc1nc2c([nH]c3ccccc32)c(=O)n1-c1ccccc1)N1CCCCCC1 | -18% | -1% | nt
NC(=O)C1CCN(C(=O)CCc2ccsc2)CC1 | 8% | 1% | 1%
CCOc1cc(CNC(=O)c2ccc(Cn3c(=O)c4cccn4c4cccnc43)cc2)ccc1OC | -6% | 2% | nt
Cc1ccc(C)c(NC(=O)c2cc(S(=O)(=O)N3CCOCC3)cn2C)c1 | 20% | -16% | -5%
CCOc1ccc(C(=O)NCCS(=O)(=O)N2CCN(c3cccc(Cl)c3)CC2)cc1 | 1% | -7% | nt
C=CCn1c[n+](CC(=O)c2ccc(Br)s2)c2ccccc21 | 15% | 1% | -7%
CCc1ccc(CNC(=O)c2ccc(NC(=O)C3=CSCCO3)cc2)cc1 | 5% | -1% | -10%
COc1ccccc1OCC(=O)Nc1ccc2c(c1)OCO2 | -18% | -7% | 25%
Cc1ccc(NC(=O)/C(=C/c2ccco2)c2ccccc2)c(C)c1 | -10% | -3%[0.501 µM] | 14%
CSc1ccc(S(=O)(=O)N2CCC(C(=O)NCC3CCCO3)CC2)cc1 (stereo unspecified) | 3% | -8% | -1%
COc1ccc(C)cc1NS(=O)(=O)c1cnc(N)nc1 | -6% | -1% | nt
CN1/C(=C\C(=O)c2cccnc2Cl)C(C)(C)c2ccccc21 | -12% | -2% | -11%
CCOC(=O)C1=C(N)Oc2ccc3ccccc3c2C1c1ccc(O)cc1 (stereo unspecified) | -1% | -9% | -5%
COC(=O)c1cc(-c2ccc(Br)cc2)c2c(=O)[nH]c(=O)n(C)c2n1 | 17% | 3% | -12%
CCCN(C(=O)CCSc1ccc(F)cc1)c1c(N)n(Cc2ccccc2)c(=O)[nH]c1=O | 6% | -1% | -2%
COc1cc(/C=N/NC(=O)c2c(C)nc3ccc(Cl)cn23)cc(OC)c1OC | -11% | -17% | -7%
CCOC(=O)N1CCN(C(=O)CNC(=O)C23CC4CC(CC(C4)C2)C3)CC1 | 2% | -3% | -3%
O=C(Nc1ccc(F)cc1)C1CCN(S(=O)(=O)c2ccc3[nH]c(=O)oc3c2)CC1 | -14% | -17% | -26%
CC(=O)N1c2ccc(S(=O)(=O)NCC3CCC(C(=O)Nc4cccc(C)c4)CC3)cc2CC1C (stereo unspecified) | 18% | -1% | nt
Cc1cccc(-c2nc3ccccc3c(=O)n2NC(=O)c2cccnc2Cl)c1 | 14% | -1% | 3%
CCOC(=O)C1CCN(c2ccc([N+](=O)[O-])cc2S(=O)(=O)N2CCOCC2)CC1 | -15% | -2% | -2%
O=C(CSc1nnc(-c2ccc(O)cc2)o1)Nc1ccccc1 | 2% | -2% | ?
Cc1cc([N+](=O)[O-])nn1Cc1ccc(F)cc1 | -20% | -10% | 4%

Structures above marked active in FEN1 inhibitor.
SMILES | FEN1 inhibitor | KAT2A inh | N370S GC mod
CCOc1ccc(-c2csc(/C(C#N)=C\c3ccc(O)c([N+](=O)[O-])c3)n2)cc1 | 79µM* | ? | 12%

Part of the list above, showing only FEN1 inhibitor:
Compound | FEN1 inhibitor
CCOC(=O)c1ccc(S(=O)(=O)N2CCNCC2)cc1 | 1%
Cc1cc(NS(=O)(=O)c2ccc(NC(=O)C(C)Oc3cccc(C)c3C)cc2)nc(C)n1 (stereo unspecified) | -3%
CCN1CCN(c2cc(C)c3cc(NC(=S)NCCCN4CCc5ccccc5C4)ccc3n2)CC1 | -9%
O=C(CSCc1ccc(F)cc1)NCc1ccc2c(c1)OCO2 | 0%
CCc1ccccc1NC(=O)c1cc2sccc2n1C | -32%
CCc1cc(C(=O)NNC(=S)NCC2CCCO2)cs1 (stereo unspecified) | -13%
CCN(CC)S(=O)(=O)c1ccc2c(c1)N(CC(=O)Nc1c(C)cc(C)cc1C)C(=O)C1CCCN21 (stereo unspecified) | 0%

Further entries.
SMILES | FEN1 inhibitor | KAT2A inh | N370S GC mod
CCC(C)(C)C1CCc2[nH]nc(C(=O)NCC3CC3)c2C1 (stereo unspecified) | 14% | -6% | 23%
C[C@H](NC(=O)c1ccccc1Cl)C(=O)NCCc1ccc(S(N)(=O)=O)cc1 | -6% | -1% | -2%
O=S(=O)(NCc1ccc(C(F)(F)F)cc1)c1ccc(-n2cnnn2)cc1 | 18% | -27% | -3%
CC(C)(C)C(=O)NC(NC(=S)Nc1ccc(S(N)(=O)=O)cc1)C(Cl)(Cl)Cl (stereo unspecified) | -3% | 2% | -1%
CN(C)C(=O)N1CCC(C(=O)NCc2cccs2)CC1 | 6% | -4% | 4%
Cc1nc(-c2cc(-c3ccc(Cl)cc3)no2)cs1 | 4% | 0% | 8%
O=C(NCc1ccco1)c1ccc(CS(=O)(=O)Cc2ccc(Cl)cc2)o1 | 2% | -9% | 0%
S=c1[nH]nc(Cc2cccs2)n1-c1cccc2ccccc12 | 12% | 5% | -6%
Cc1c(NC(=O)c2ccccc2)c(=O)n(-c2ccccc2)n1C | 11% | 3% | 5%
O=C(C1=C(O)C(=O)N(CCc2ccccc2)C1c1ccncc1)c1cc2ccccc2o1 (stereo unspecified) | -17% | -5% | 12%
Nc1nc2nccc(-c3cccnc3)n2n1 | 2% | -12% | 1%
Cn1cnnc1Sc1ccc(C(=O)NCCC(c2ccccc2)c2ccccc2)cc1[N+](=O)[O-] | 4% | -1% | -9%
O=C(Cc1ccc2c(c1)CCCC2)Nc1ccc2ccccc2c1 | -7% | -8% | 5%
Cc1cc(C)nc(SCc2ccc(C(=O)N/N=C3\CCCC(=O)C3)cc2)n1 | 6% | -3% | -4%
CC(C)COc1ccc(-c2nonc2NC(=O)c2ccc(F)cc2)cc1 | -2% | -2% | nt
